OX1R antag-1 = antagonists of human orexin 1 receptor; inhibition, % at 5 µM; O43613; AID 434989; 330,000 compounds, 0.43% hits; CHO/OX1R cells, Fluo-8 calcium fluorescence, orexin A;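 active = inhibition above its plate's threshold, mean inhibition of all tested compounds on the plate plus 3 SD, cut at about 37% in these data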;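 also: 0% = orexin A challenge wells and 100% = SB-334867-A antagonist wells; not every result past the cut was called active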
Target sequence (O43613 whole entry, looked up): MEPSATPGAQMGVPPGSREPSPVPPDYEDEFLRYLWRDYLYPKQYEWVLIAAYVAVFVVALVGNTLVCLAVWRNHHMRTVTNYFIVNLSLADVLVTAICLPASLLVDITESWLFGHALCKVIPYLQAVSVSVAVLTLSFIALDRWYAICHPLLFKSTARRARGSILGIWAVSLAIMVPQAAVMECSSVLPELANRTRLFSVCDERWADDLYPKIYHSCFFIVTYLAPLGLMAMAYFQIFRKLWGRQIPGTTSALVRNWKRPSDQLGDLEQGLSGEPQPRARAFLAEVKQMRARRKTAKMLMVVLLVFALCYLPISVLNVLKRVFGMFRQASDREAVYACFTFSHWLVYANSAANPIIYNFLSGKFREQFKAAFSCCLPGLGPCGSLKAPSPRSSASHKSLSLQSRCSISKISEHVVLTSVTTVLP
CHT allo act = allosterically activates the human high affinity choline transporter; Q9GZV3; CHT-expressing cells, membrane potential dye, choline EC20; active compounds read high; LV-AA mutant CHT in HEK293 cells; B-score at 10 µM; 310,000 compounds, 0.49% hits;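 active = initial fluorescence not abnormally high and integrated response B-score, plate-corrected, over 3 SD above library mean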
Target sequence (Q9GZV3 whole entry, looked up): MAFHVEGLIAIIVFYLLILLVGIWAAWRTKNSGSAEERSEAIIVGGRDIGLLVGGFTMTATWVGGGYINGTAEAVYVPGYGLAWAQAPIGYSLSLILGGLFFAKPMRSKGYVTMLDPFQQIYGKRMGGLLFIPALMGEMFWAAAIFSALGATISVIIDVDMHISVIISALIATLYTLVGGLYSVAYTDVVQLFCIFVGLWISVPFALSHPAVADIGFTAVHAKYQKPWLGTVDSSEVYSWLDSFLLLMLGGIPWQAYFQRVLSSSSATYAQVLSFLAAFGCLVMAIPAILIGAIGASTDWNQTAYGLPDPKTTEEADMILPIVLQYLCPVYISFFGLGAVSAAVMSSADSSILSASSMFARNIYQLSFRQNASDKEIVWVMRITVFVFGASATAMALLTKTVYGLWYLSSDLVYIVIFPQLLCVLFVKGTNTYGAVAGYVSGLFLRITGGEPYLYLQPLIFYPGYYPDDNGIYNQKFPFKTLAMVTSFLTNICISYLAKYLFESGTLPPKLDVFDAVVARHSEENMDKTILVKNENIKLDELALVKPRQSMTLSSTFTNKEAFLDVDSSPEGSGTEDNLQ
OX1R antag-2 = antagonists of human orexin 1 receptor (OX1R); O43613; OX1R-expressing cells, FRET antagonist read-out; inhibition, % at 6.6 µM; 330,000 compounds, 1.8% hits; AID 485270; in the data active = inhibition mostly above about 38%, no sharp cut-off; inactive = mostly below about 40%;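 also: 0% = agonist challenge alone and 100% = reference antagonist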
Active calls of the source: *; i = inactive; . = not tested or not shown.

cpd	compound	OX1R antag-1	CHT allo act	OX1R antag-2
1	O=S(=O)(NCc1ccc(F)cc1)c1ccccc1Br	-3	.	5
2	COc1ccc(N2CCN(C3CCCN(C(=O)c4ccoc4)C3)CC2)cc1 (centres undefined)	-12	i	10
3	CCCCCN1CC(=O)N2[C@@H](Cc3c([nH]c4ccccc34)C2(C)C)C1=O	-26	i	-2
4	N#Cc1ccc(CSc2nnc(NC(=O)C3CC(=O)N(c4ccc5c(c4)OCCO5)C3)s2)cc1 (centres undefined)	-15	i	17
5	CN(C)S(=O)(=O)Oc1cccc(C(=O)Nc2ccccc2Cl)c1	-21	i	33
6	COc1ccc(S[C@@H](CCN2CC[C@H](NC(=O)OCc3ccccc3)CCC2=O)c2ccccc2)cc1	37	.	12
7	CCc1cccc(OCCCCN(CC)CC)c1	-23	i	18
8	Cc1ccn2c(=O)c(C(=O)NCCCN3CCCCC3C)c(O)nc2c1 (centres undefined)	-8	i	12
9	COc1cccc(CNC(=S)NC2CC2)c1	-13	i	9
10	COc1ccc(-c2nn(C)c(=O)c3ccccc23)cc1NC(=O)Cn1nc(-c2ccccc2)c2ccccc2c1=O	-15	i	24
11	COc1ccc(S(=O)(=O)Nc2ccc3c(c2)OCO3)cc1	-7	i	18
12	O=[N+]([O-])c1nn(-c2ccc(Cl)cc2)n(O)c1=NCc1ccccc1	-2	i	19
13	COc1cccc(C(=O)N(CN2CCCC2=O)c2cc(C)on2)c1	-3	i	10
14	Cn1ncc([N+](=O)[O-])c1C(=O)Nc1ccc(-c2nc3ccccc3[nH]2)cc1	6	i	5
15	CCN(CC(=O)Nc1ccc(NC(C)=O)cc1)C(=O)CCCOc1ccc(C(C)(C)C)cc1	-16	i	7
16	O=c1[nH]c(/C(=N\O)c2ccccc2)no1	7	i	28
17	Nc1ccc(CCc2ccc(N)cc2)cc1	-1	i	6
18	O=C(COc1ccc(S(=O)(=O)NC2CCCCC2)cc1)NC1CC1	-6	i	22
19	O=C(NCCNc1ccc([N+](=O)[O-])cc1)c1cc(F)c(F)cc1Cl	1	i	16
20	COc1ccccc1N1CCN(C2CCCN(C(=O)c3oc(C)cc3C)C2)CC1 (centres undefined)	-85	i	8
21	CCc1c(O)nc(SC2CC(=O)N(c3ccc(F)c(Cl)c3)C2=O)[nH]c1=O (centres undefined)	-15	i	-12
22	COc1ccc2[nH]cc(C(=O)NCCc3ccccc3)c(=O)c2c1	-24	i	10
23	CCc1ccc(NC(=O)C2=CC(c3ccc(OC)c(OC)c3)=NS(=O)(=O)N2C)cc1	-1	i	16
24	COc1cc(C(=O)NCC(c2cccnc2)N2CCN(c3ccccc3)CC2)cc(OC)c1OC (centres undefined)	-34	i	1
25	CC1=N/C(=C\c2ccc(OC(C)C)cc2)C(=O)N1c1ccc(C(=O)O)cc1	-6	i	10
26	O=C(CSc1nc2ccccc2s1)Nc1cc(C(=O)O)cc(C(=O)O)c1	-3	i	5
27	CCOC(=O)c1ccc(CNCc2ccc(C)cc2)cc1	-30	i	11
28	CCN(CCCNC(=O)CC1Oc2ccc(C)cc2NC1=O)Cc1ccccc1 (centres undefined)	-2	i	19
29	CC(C)(C)OC(=O)NCC(=O)N1CCC(C(=O)O)CC1	1	i	22
30	COC(=O)c1sccc1NC(=O)c1cc(-c2ccc(C)cc2)nc2ccccc12	-20	i	5
31	COc1ccccc1N1CCN(C2CCCCC2NS(=O)(=O)c2ccc(Cl)cc2)CC1 (centres undefined)	-33	i	16
32	Cc1cc(CN2CCCC(CNC(=O)c3ccc(F)cc3)C2)cc(C)c1O (centres undefined)	-20	i	22
33	Cn1cccc1/C=N/N1CCN(Cc2ccccc2)CC1	-10	i	14
34	Cc1cc(=O)c2ccc(Cl)cc2[nH]1	-6	i	11
35	C[C@H](CO)N1C[C@H](C)[C@@H](CN(C)Cc2ccc(C(=O)O)cc2)Oc2c(NS(=O)(=O)c3cn(C)cn3)cccc2C1=O	-9	.	2
36	O=C(CSc1ncn[nH]1)c1ccco1	8	i	11
37	CN(CC(=O)N1CCC(C(N)=O)CC1)S(=O)(=O)c1ccc2ccccc2c1	-11	i	-7
38	CC(=O)CC(=O)Nc1ccc(Cl)cn1	-40	i	13
39	COC(=O)Cn1c(C)nc2c(sc3nc(C)cc(C)c32)c1=O	-32	i	17
40	Cc1onc(-c2ccccc2Cl)c1C(=O)NCc1ccc(N2CCCC2=O)cc1	-13	i	10

Three entries out of the list above, ordered by the value under OX1R antag-2, largest number first.
item	compound	OX1R antag-1	OX1R antag-2
36	O=C(CSc1ncn[nH]1)c1ccco1	8	11
13	COc1cccc(C(=O)N(CN2CCCC2=O)c2cc(C)on2)c1	-3	10
21	CCc1c(O)nc(SC2CC(=O)N(c3ccc(F)c(Cl)c3)C2=O)[nH]c1=O (centres undefined)	-15	-12

New compounds follow.
cpd	compound	OX1R antag-1	CHT allo act	OX1R antag-2
41	CCn1ccnc1CNCc1ccc(OCC(O)CN(C)Cc2ccccc2)cc1 (centres undefined)	-21	i	8
42	Cc1ccc(-c2nnn(Cc3nc4ccccc4s3)n2)cc1	-9	i	16
43	O=C(Nc1ccccc1Cl)c1cc(=O)c2ccccc2o1	-27	i	12
44	CCOC(=O)Nc1ccc(C(=O)c2ccncc2)cc1	-6	i	5
45	CCOC(=O)C(=O)Nc1cc(Cl)ccc1C	-6	i	-2
46	COc1ccc(/C=N/NC(=O)Cn2nnc3ccccc32)cc1OC	8	i	28
47	O=C(CNS(=O)(=O)c1cccs1)N1CCc2ccccc2C1	-23	i	10
48	C=C(C)c1cccc(C(C)(C)NC(=O)N2CCN(CC(N)=O)CC2)c1	-8	i	-3
49	COc1ccc(/C=N/NC(=O)CN2CCSCC2)c(OC)c1	-35	i	8
50	COc1ccc(N(C(=O)Cn2nnc(-c3ccc(F)cc3)n2)C(C)C(=O)NC2CCCC2)cc1 (centres undefined)	-24	i	6
51	Cc1ccccc1NC(=O)Cn1nnc2sc3c(c2c1=O)CC(C)(C)OC3	-27	i	10
52	COc1cccc(NC(=O)CN(C)C(C)C(=O)Nc2cc([N+](=O)[O-])ccc2Cl)c1 (centres undefined)	-28	i	51
53	CC(NC(=S)NCCN1CCOCC1)C12CC3CC(CC(C3)C1)C2 (centres undefined)	-19	i	7
54	Cc1ccc(OCC(=O)N/N=C/c2ccncc2)cc1C	-6	i	3
55	O=C(COC(=O)c1ccccn1)Nc1ccc(S(=O)(=O)N2CCOCC2)cc1	-8	i	5
56	C=CC(COCc1ccccc1)N(Cc1ccc(OC)cc1)S(=O)(=O)c1ccccc1Br (centres undefined)	2	i	39
57	CCN1C2=NCCCN2c2ccccc21	-7	i	20
58	CCOc1ccc(/C=C(\C)C(=O)c2c(C)cc(C)[nH]c2=O)cc1	-20	i	14
59	O=S(CCc1ccncc1)Cc1ccccc1 (centres undefined)	-11	i	9
60	O=C(NCCCNC(=O)c1ccccn1)c1ccc(F)cc1	-11	i	5
61	COc1cc(/C=N/n2c(C)nc3ccccc3c2=O)cc(OC)c1O	10	i	3
62	Cc1ccccc1CN(c1ccc(C(=O)NCCC2=CCCCC2)cc1)S(C)(=O)=O	-3	i	4
63	O=C(NCCO)c1cccc2c1C(=O)c1ccccc1-2	-17	i	121*
64	Cc1ccc(-c2ccc(=O)n(CC(=O)NCCN(C)C)n2)cc1	-1	i	14
65	COc1c2ccoc2nc2c(OC)c(OC[C@@H](O)C(C)(C)O)ccc12	-6	i	10
66	CCCCOC(=O)Nc1ccc(C(=O)OC)cc1	5	i	2
67	O=C(O)c1cccc(CSc2nnc(-c3ccc(Cl)cc3)o2)c1	-22	i	-2
68	COc1cc(NS(=O)(=O)c2c(C)[nH]c(C)c2C(=O)N2CCCCC2)cc(OC)c1OC	-7	i	17
69	Cc1cc(C)c(S(=O)(=O)NCc2cn3ccccc3n2)c(C)c1	-9	i	11
70	COc1ccc(/C(O)=C2\C(=O)C(=O)N(CCN(C)C)C2c2cccc(OC)c2OC)cc1Cl (centres undefined)	-5	i	12
71	Cc1nc2ccccn2c1C(=O)NC1CCCc2ccccc21 (centres undefined)	36	i	28
72	O=C(CCCC(=O)OCC(=O)NC1CCCC1)Nc1ccccn1	-14	i	5
73	Cc1ccc2c(c1)N(CCC(=O)NCCCN1CCCC1)C(=O)C(C)O2 (centres undefined)	-1	i	9
74	O=C(NCCCCCCNC(=O)NCc1ccco1)NCc1ccco1	-12	i	11
75	C/C=C/c1ccc(OCC(O)CNCCc2ccc(OC)cc2)c(OC)c1 (centres undefined)	-43	i	-2
76	CNC(=O)c1nc(C)n(-c2cc(Cl)ccc2Cl)n1	-9	i	14
77	CCOc1ccc(C(=O)N2CCN(c3ccccc3)CC2)cc1OCC	-15	i	15
78	Cc1ccc(C(=O)N2CCN(c3cc(=O)[nH]nc3-c3ccccc3)CC2)cc1	-30	i	16
79	O=C1CSC(c2ccccc2F)N1 (centres undefined)	-5	i	4
80	CCC(C(=O)Nc1cccc(OC)c1)n1nc(C)c2c(C)n(-c3ccccc3)nc2c1=O (centres undefined)	-39	i	1

Reformatted with one line to a screen: entries from further up.
#58 CCOc1ccc(/C=C(\C)C(=O)c2c(C)cc(C)[nH]c2=O)cc1
#59 O=S(CCc1ccncc1)Cc1ccccc1 (centres undefined)
#60 O=C(NCCCNC(=O)c1ccccn1)c1ccc(F)cc1
#61 COc1cc(/C=N/n2c(C)nc3ccccc3c2=O)cc(OC)c1O
#62 Cc1ccccc1CN(c1ccc(C(=O)NCCC2=CCCCC2)cc1)S(C)(=O)=O
#63 O=C(NCCO)c1cccc2c1C(=O)c1ccccc1-2
#64 Cc1ccc(-c2ccc(=O)n(CC(=O)NCCN(C)C)n2)cc1
Compound	58	59	60	61	62	63	64
OX1R antag-1	-20	-11	-11	10	-3	-17	-1
CHT allo act	i	i	i	i	i	i	i
OX1R antag-2	14	9	5	3	4	121*	14

#65 COc1c2ccoc2nc2c(OC)c(OC[C@@H](O)C(C)(C)O)ccc12
#66 CCCCOC(=O)Nc1ccc(C(=O)OC)cc1
#67 O=C(O)c1cccc(CSc2nnc(-c3ccc(Cl)cc3)o2)c1
#68 COc1cc(NS(=O)(=O)c2c(C)[nH]c(C)c2C(=O)N2CCCCC2)cc(OC)c1OC
#69 Cc1cc(C)c(S(=O)(=O)NCc2cn3ccccc3n2)c(C)c1
#70 COc1ccc(/C(O)=C2\C(=O)C(=O)N(CCN(C)C)C2c2cccc(OC)c2OC)cc1Cl (centres undefined)
#71 Cc1nc2ccccn2c1C(=O)NC1CCCc2ccccc21 (centres undefined)
Compound	65	66	67	68	69	70	71
OX1R antag-1	-6	5	-22	-7	-9	-5	36
CHT allo act	i	i	i	i	i	i	i
OX1R antag-2	10	2	-2	17	11	12	28

#72 O=C(CCCC(=O)OCC(=O)NC1CCCC1)Nc1ccccn1
#73 Cc1ccc2c(c1)N(CCC(=O)NCCCN1CCCC1)C(=O)C(C)O2 (centres undefined)
#74 O=C(NCCCCCCNC(=O)NCc1ccco1)NCc1ccco1
#75 C/C=C/c1ccc(OCC(O)CNCCc2ccc(OC)cc2)c(OC)c1 (centres undefined)
#76 CNC(=O)c1nc(C)n(-c2cc(Cl)ccc2Cl)n1
#77 CCOc1ccc(C(=O)N2CCN(c3ccccc3)CC2)cc1OCC
#78 Cc1ccc(C(=O)N2CCN(c3cc(=O)[nH]nc3-c3ccccc3)CC2)cc1
Compound	72	73	74	75	76	77	78
OX1R antag-1	-14	-1	-12	-43	-9	-15	-30
CHT allo act	i	i	i	i	i	i	i
OX1R antag-2	5	9	11	-2	14	15	16

#79 O=C1CSC(c2ccccc2F)N1 (centres undefined)
#80 CCC(C(=O)Nc1cccc(OC)c1)n1nc(C)c2c(C)n(-c3ccccc3)nc2c1=O (centres undefined)
Compound	79	80
OX1R antag-1	-5	-39
CHT allo act	i	i
OX1R antag-2	4	1

Next structures.
cpd	compound	OX1R antag-1	CHT allo act	OX1R antag-2
81	O=C(NCC(=O)N(c1cccnc1)C(C(=O)NC1CCCC1)c1ccccc1)c1ccco1 (centres undefined)	-4	i	15
82	NCCNc1ccc([N+](=O)[O-])c(Sc2nc3ccccc3[nH]2)c1	-13	i	19
83	COc1ccc(CC(=O)NNC(=O)CCc2ccccc2)cc1	-7	i	11
84	O=C(Nc1ccccc1)c1ccc(NCC2CCCO2)c(S(=O)(=O)N2CCOCC2)c1 (centres undefined)	-18	i	26
85	CCOc1ccccc1NC(=O)COC(=O)CCOc1cc(C)ccc1C	-10	i	10
86	CCCC(NC(=O)c1c(C)noc1C)C12CC3CC(CC(C3)C1)C2 (centres undefined)	-13	i	12
87	Nc1c(N(CCO)C(=O)C2CCCC2)c(=O)[nH]c(=O)n1Cc1ccccc1	-5	.	0
88	CC(C)CN(C(=O)CCc1ccccc1)c1c(N)n(CC(C)C)c(=O)[nH]c1=O	-18	i	6
89	CC1(C)CC2=C(CO1)C(=S)NC(c1ccccc1)N2CC1CCCO1 (centres undefined)	-34	i	7
90	COc1ccc(C2C3=C(CC(C)(C)CC3=O)Oc3ncn(CCO)c(=N)c32)cc1OC (centres undefined)	-6	i	12
91	CC(=O)c1ccc(S(=O)(=O)Oc2ccc(C(=O)O)cc2Cl)cc1	-14	.	3
92	COc1ccc(CNC(=O)C[C@H]2C[C@H](C(=O)N3CCCCC3)[C@@]3(C)c4[nH]c5cc(-c6ccco6)ccc5c4CCN3C2=O)cc1OC	-12	.	7
93	CCOC(=O)C1CCN(CC(C)(C)NS(=O)(=O)c2ccc(C)cc2)CC1	-16	i	20
94	O=C(NCC1CC1)c1cc([N+](=O)[O-])cc([N+](=O)[O-])c1	-5	i	54*

Source: PubChem (several laboratories)
